All columns: NCI-60 one-dose screen, growth in % after 48 h at 10 µM unless noted; 100 = growth as untreated, 0 = no growth, -100 = all killed.
UACC-62: UACC-62 melanoma. 81,000 tested, 5.4% active. AID 1794756; active means growth percent below 10
An asterisk follows results filed as active; & = joins results of further samples; ! = a repeat was not active; [ ] = remark or other dose.

compound: CC(=N\N=C\c1ccccn1)/C(C)=N/N=C/c1ccccn1
  UACC-62: 54.1&86.0[100 µM]
compound: COc1ccc2nc(NC(=O)/C(C#N)=C/c3ccccc3)sc2c1
  UACC-62: 15.8&36.9[100 µM]
compound: CCOC(=O)C1C(C)C2(C#N)C(=N)OC1(C)C2(C#N)C#N (centres undefined)
  UACC-62: 82.3&75.4[100 µM]
compound: CC(=O)OCc1cc(=O)n2c([nH]c3ccccc32)c1C#N
  UACC-62: 41.7[100 µM]
compound: COc1ccc(/C=c2\[nH]c3nc(=O)c(N4CCOCC4)c(N)n3c2=O)cc1
  UACC-62: 26.0&67.5[100 µM]
compound: N#CC1C(=O)N(c2ccccc2)NC12OC(=O)c1ccncc12 (centres undefined)
  UACC-62: 17.2&69.2[20 µM]
compound: Cn1c(=O)c2[nH]c(N=O)nc2n(C)c1=O
  UACC-62: 100.4&94.3[100 µM]
compound: CC(=O)N1c2ccccc2C23CCN(C)CC4C(C)OCC(C4CC2=O)C13 (centres undefined)
  UACC-62: 93.7&86.2[100 µM]
compound: CC(=Nc1ccncc1)C(C)=Nc1ccncc1
  UACC-62: -100.0*[100 µM]
compound: CCCCOC(=O)C1CN2C(=NC1(C(F)(F)F)C(F)(F)F)Sc1ccccc12 (centres undefined)
  UACC-62: 4.5*![100 µM]
compound: COc1ccc(N(CN2C(=O)CCC2OC)C(C)=O)cc1 (centres undefined)
  UACC-62: 87.1&72.9[100 µM]
compound: CCN1CCC(O)(c2ccc(Oc3ccc(Cl)cc3)cc2)C(C(=O)c2ccc(Oc3ccc(Cl)cc3)cc2)C1 (centres undefined)
  UACC-62: 48.1[100 µM]
compound: O=c1[nH]c(Nc2ccccc2)nc2c1ncn2CC(O)CSCCO (centres undefined)
  UACC-62: 95.1&97.1[100 µM]
compound: Nc1c(N2CCOCC2)c(=O)nc2[nH]/c(=C\c3ccccc3)c(=O)n12
  UACC-62: 38.8&42.6[100 µM]
compound: O=C1c2c(O)ccc(O)c2C(=O)c2c(NCCNC(=O)C(O)C(O)C(O)C(O)CO)ccc(NCCNC(=O)C(O)C(O)C(O)C(O)CO)c21 (centres undefined)
  UACC-62: -100.0*[100 µM]

compound: C=C1C(=O)O[C@H]2C[C@@]3(C)[C@H](O)CCC(=C)[C@@H]3[C@@H](OC(C)=O)[C@H]12
  UACC-62: -92.2*[100 µM]
compound: C=CC(C)(O)/C=C/C=C(\C)C(CC1OC1(C)C)OC(=O)/C(C)=C\C (centres undefined)
  UACC-62: 62.3&90.9[100 µM]
compound: CCCCOC(=O)C1CC[C@H]2[C@@H]3CCc4cc(OC(=O)c5cccc6c(=O)c7ccccc7[nH]c56)ccc4[C@H]3CC[C@]12C (some centres undefined)
  UACC-62: -100.0*[50 µM]
compound: Cc1cc2oc(=N)c(C#N)c(C)c2cc1C
  UACC-62: 23.7&50.8[100 µM]
compound: COc1c2c(c(OC)c3c1c(=O)c1ccccc1n3C)OCO2
  UACC-62: -0.2*[100 µM]
compound: COc1ccc(Cl)cc1NC(=O)O/N=C(\Cl)C(C)C
  UACC-62: 45.6&67.0[100 µM]
compound: COc1ccc(OC)c(Cc2cnc3nc(N)nc(N)c3c2C)c1
  UACC-62: -100.0*[100 µM]
compound: COc1ccc(-c2coc3c4c(ccc3c2=O)OCO4)cc1OC
  UACC-62: 6.9*![100 µM]
compound: NC(Cc1ccc(S(=O)(=O)O)cc1)C(=O)NC(Cc1ccc(S(=O)(=O)O)cc1)C(=O)NC(Cc1ccc(S(=O)(=O)O)cc1)C(=O)O (centres undefined)
  UACC-62: 97.3&82.8[100 µM]
compound: CCOC(=O)C1(C#N)C(=O)c2cc[n+](CC[n+]3ccc4c(c3)C(=O)C(C#N)(C(=O)OCC)C4=O)cc2C1=O (centres undefined)
  UACC-62: 29.5&66.6[100 µM]
compound: Oc1ccccc1-c1n[nH]c(-c2ccccc2O)n1
  UACC-62: 4.4*![100 µM]
compound: CCOC(=O)/C=C/[C@H](O[Si](c1ccccc1)(c1ccccc1)c1ccccc1)C(C)(C)C
  UACC-62: 28.3&61.3[100 µM]
compound: COc1ccc(/C=C2/N=C(N/N=C\C(O)C(O)C(O)CO)NC2=O)cc1 (centres undefined)
  UACC-62: 48.4&85.3&34.0&86.1[100 µM]
compound: COc1cc2c(cc1-c1coc3cc(OCC=C(C)C)ccc3c1=O)OCO2
  UACC-62: 1.5*[100 µM]
compound: COC(=O)C1(C)CCCC2(C)C3CCC4CC3(C=C4CO)CCC12 (centres undefined)
  UACC-62: 53.0&70.0[100 µM]

compound: CC(C)C1OC23CCCCC2C(C#N)(C#N)C1(C#N)C(=N)O3 (centres undefined)
  UACC-62: -2.7*[100 µM]
compound: CC(C)(C)c1cc(C2COC(=O)COCC(=O)OCCOCCOCCO2)cc(C(C)(C)C)c1O (centres undefined)
  UACC-62: -100.0*[100 µM]
compound: CCCCn1c2c(c3ccccc3c1=O)C(=O)c1ccccc1-2
  UACC-62: 65.5&90.5[100 µM]
compound: CC1CC(C(=O)OC2OC(COC3OC(CO)C(OC4OC(C)C(O)C(O)C4O)C(O)C3O)C(O)C(O)C2O)C2CCC3(C)C(=CCC4(C)C3CCC3C(C)(CO)C(O)C(O)CC34C)C2C1C (centres undefined)
  UACC-62: -100.0*[100 µM]
compound: Cc1ccc(/C=N/Nc2cc(C)c3ccccc3n2)s1
  UACC-62: -49.0*[100 µM]
compound: Cc1ccc(NC(=O)/C(=N/N(C)C)C(C2OC(=O)c3ccccc32)[N+](=O)[O-])cc1 (centres undefined)
  UACC-62: 85.8&113.3[100 µM]
compound: C=CC1(C)CCC2C(=CCC3C2(C)CC(O)C(O)C3(C)COC2OC(CO)C(O)C(O)C2O)C1 (centres undefined)
  UACC-62: 32.3&82.0[100 µM]
compound: CC/C(Cl)=N\OC(=O)Nc1ccc(OC)cc1
  UACC-62: -94.2*[100 µM]
compound: COc1cccc(C(=O)C(O)c2cccc(OC)c2OC)c1OC (centres undefined)
  UACC-62: 81.1&69.6[100 µM]
compound: CC1(C)S[C@H](CN)N[C@H]1C(=O)OC(c1ccccc1)c1ccccc1
  UACC-62: -100.0*![100 µM]
compound: COC1=C2C=[N+](C)C3C(=C2C=CC1OC)Cc1cc2c(cc13)OCO2 (centres undefined)
  UACC-62: 59.5&85.1[100 µM]
compound: Cc1ccc2nc(N/N=C/c3ccc(C)s3)cc(C)c2c1
  UACC-62: -100.0*[100 µM]
compound: Clc1ccc(C2NN=C3c4ccccc4OCC32)cc1 (centres undefined)
  UACC-62: -69.2*[100 µM]
compound: CC/C(Cl)=N\OC(=O)Nc1ccccc1OC(F)(F)F
  UACC-62: 75.6&84.1[100 µM]
compound: COc1cc([C@@H]2c3cc4c(cc3[C@@H](Nc3ccc(NC(=O)c5cc([N+](=O)[O-])cn5C)cc3)[C@H]3COC(=O)[C@H]23)OCO4)cc(OC)c1O
  UACC-62: -35.1*[100 µM]

compound: O=[N+]([O-])c1ccc(-c2csc3nc(-c4ccccc4)nn23)cc1
  UACC-62: 15.4&54.4[100 µM]
compound: COc1cc(C2C3=C(N=C4SC(C(C)=O)=C(C)N42)c2ccccc2CC3)cc(OC)c1OC (centres undefined)
  UACC-62: 41.3&70.5[100 µM]
compound: COC(=O)C1CCC(=O)N1CN(C(C)=O)c1cccc(O)c1 (centres undefined)
  UACC-62: 101.9&74.6[100 µM]
compound: CC(O)c1cc2c(s1)C(=O)c1c(C(C)O)csc1C2=O (centres undefined)
  UACC-62: -94.6*[100 µM]
compound: Cc1ccc(OCC2OC(n3cnc4c(Cl)nc(Cl)nc43)CC2Oc2ccc(C)cc2)cc1 (centres undefined)
  UACC-62: -89.2*[100 µM]
compound: C=C(CCC(C(=O)O)C1CCC2(C)C3=C(CCC12C)C1(C)CCC(O)C(C)(C)C1CC3)C(C)C (centres undefined)
  UACC-62: -100.0*[100 µM]
compound: CC(C)(C)c1cc(C2COC(=O)COCCOCC(=O)OCCOCCO2)cc(C(C)(C)C)c1O (centres undefined)
  UACC-62: -65.6*![100 µM]
compound: COC(=O)c1ccc(NC(=O)O/N=C(\Cl)C(C)C)cc1
  UACC-62: -100.0*[100 µM]
compound: CC(=O)N(CN1C(=O)CCC1C(=O)O)c1cccc(O)c1 (centres undefined)
  UACC-62: 99.2&78.5[100 µM]
compound: CC1(C)Oc2ccc3c(=O)c4ccccc4oc3c2C1C(=O)O (centres undefined)
  UACC-62: 84.5&79.3[100 µM]
compound: Cc1cc(Nc2ccc(S(=O)(=O)O)c3cc(S(=O)(=O)O)cc(S(=O)(=O)O)c23)c2ccccc2n1
  UACC-62: 100.0&81.5[100 µM]
compound: O=C1C2=Cc3ccccc3OC2(O)Oc2cc(O)ccc21 (centres undefined)
  UACC-62: 96.0&77.8[100 µM]
compound: O=C(Cc1nc2ccc(C(=O)c3ccccc3)cc2[nH]c1=O)C(=O)Nc1ccccc1[N+](=O)[O-]
  UACC-62: -20.2*![100 µM]
compound: CCOc1cc2c(cc1O)C(=O)C[C@@H]1[C@@H]2CC[C@]2(C)[C@@H](O)CC[C@@H]12
  UACC-62: 0.7*![100 µM]

Another view of part of the listing above.
SMILES,UACC-62
CC1(C)S[C@H](CN)N[C@H]1C(=O)OC(c1ccccc1)c1ccccc1,-100.0*![100 µM]
COC1=C2C=[N+](C)C3C(=C2C=CC1OC)Cc1cc2c(cc13)OCO2 (centres undefined),59.5&85.1[100 µM]
Cc1ccc2nc(N/N=C/c3ccc(C)s3)cc(C)c2c1,-100.0*[100 µM]
Clc1ccc(C2NN=C3c4ccccc4OCC32)cc1 (centres undefined),-69.2*[100 µM]
CC/C(Cl)=N\OC(=O)Nc1ccccc1OC(F)(F)F,75.6&84.1[100 µM]
COc1cc([C@@H]2c3cc4c(cc3[C@@H](Nc3ccc(NC(=O)c5cc([N+](=O)[O-])cn5C)cc3)[C@H]3COC(=O)[C@H]23)OCO4)cc(OC)c1O,-35.1*[100 µM]
O=[N+]([O-])c1ccc(-c2csc3nc(-c4ccccc4)nn23)cc1,15.4&54.4[100 µM]
COc1cc(C2C3=C(N=C4SC(C(C)=O)=C(C)N42)c2ccccc2CC3)cc(OC)c1OC (centres undefined),41.3&70.5[100 µM]
COC(=O)C1CCC(=O)N1CN(C(C)=O)c1cccc(O)c1 (centres undefined),101.9&74.6[100 µM]
CC(O)c1cc2c(s1)C(=O)c1c(C(C)O)csc1C2=O (centres undefined),-94.6*[100 µM]
Cc1ccc(OCC2OC(n3cnc4c(Cl)nc(Cl)nc43)CC2Oc2ccc(C)cc2)cc1 (centres undefined),-89.2*[100 µM]
C=C(CCC(C(=O)O)C1CCC2(C)C3=C(CCC12C)C1(C)CCC(O)C(C)(C)C1CC3)C(C)C (centres undefined),-100.0*[100 µM]
CC(C)(C)c1cc(C2COC(=O)COCCOCC(=O)OCCOCCO2)cc(C(C)(C)C)c1O (centres undefined),-65.6*![100 µM]
COC(=O)c1ccc(NC(=O)O/N=C(\Cl)C(C)C)cc1,-100.0*[100 µM]
CC(=O)N(CN1C(=O)CCC1C(=O)O)c1cccc(O)c1 (centres undefined),99.2&78.5[100 µM]
CC1(C)Oc2ccc3c(=O)c4ccccc4oc3c2C1C(=O)O (centres undefined),84.5&79.3[100 µM]
Cc1cc(Nc2ccc(S(=O)(=O)O)c3cc(S(=O)(=O)O)cc(S(=O)(=O)O)c23)c2ccccc2n1,100.0&81.5[100 µM]

Screening data: PubChem, NCI

These rows are one share of the data; count on the stated rates, not on these rows.
